Mtb RmlCD inh: M. tuberculosis RmlC/RmlD inhibition. P9WH09+P9WH11. RmlC+RmlD coupled enzyme assay, percent inhibition; primary screen in compound mixtures. inhibition, % at 3.6 µM. actives 0.03% (n = 160,000). AID 1533; in the data active = inhibition mostly above about 34%, no sharp cut-off; inconclusive = no clear call, values can overlap the other calls; inactive = mostly below about 22%; note: some results filed as inactive read as strong as hits
Target sequence (P9WH09 whole entry, looked up): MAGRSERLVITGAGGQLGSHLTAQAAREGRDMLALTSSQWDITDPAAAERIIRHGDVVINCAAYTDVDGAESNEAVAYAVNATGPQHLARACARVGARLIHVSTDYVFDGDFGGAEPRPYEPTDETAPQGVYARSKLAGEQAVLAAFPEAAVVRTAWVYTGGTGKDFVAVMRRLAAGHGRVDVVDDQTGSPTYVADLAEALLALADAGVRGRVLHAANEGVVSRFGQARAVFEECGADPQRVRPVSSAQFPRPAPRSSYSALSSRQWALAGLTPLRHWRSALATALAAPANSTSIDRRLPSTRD
Target sequence (P9WH11 whole entry, looked up): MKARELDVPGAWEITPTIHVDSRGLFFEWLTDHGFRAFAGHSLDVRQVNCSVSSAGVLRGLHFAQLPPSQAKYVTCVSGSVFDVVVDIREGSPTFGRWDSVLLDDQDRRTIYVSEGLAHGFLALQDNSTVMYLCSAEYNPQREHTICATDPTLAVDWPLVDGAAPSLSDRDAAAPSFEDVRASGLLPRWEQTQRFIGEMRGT
M. tuberculosis GlmU: inhibition of mycobacterial GlmU enzyme – biochemical, glucosamine-1-phosphate acetyltransferase (AID 1376). inhibition, %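 (tested at 30 µM in the primary screen)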; hits with a dose series show IC50 in µM. M. tuberculosis GlmU acetyltransferase enzyme assay; higher % means a stronger effect. actives 0.25% (n = 220,000); in the data active = inhibition above about 13%; inconclusive = no clear call, values can overlap the other calls;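 note: 0% = complete reaction with vehicle and 100% = reaction without substrate; strong numbers were not always called active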
Active calls of the source: *; ? = inconclusive; . = no result given. Only part of the results is shown; count on the stated rates, not on these rows.

Under each structure: Mtb RmlCD inh, M. tuberculosis GlmU
> O=C(c1oc(=O)c2ccccc2c1-c1ccccc1)N1CCN(C2CCCCC2)CC1
    -45.1, 2.7%
> O=C(COC(=O)c1ccc(Br)o1)NC1CCCCC1
    9.2, -7.5%
> CCOC(=O)N1CCC(NC(=O)c2ccc(CO)c(C(=O)NC3CCN(C(=O)OCC)CC3)c2)CC1
    -9.8, 2.1%
> CS(=O)(=O)ON=C1CCN(S(=O)(=O)c2ccccc2)CC1
    ., -0.3%
> COc1cccc(C(=O)Nc2ccc(NC(C)=O)cc2)c1
    ., -2.5%
> O=C(NCC(c1cccs1)N1CCOCC1)c1cc(-c2ccccn2)nc2ccccc12 (stereo not given)
    ., -1.5%
> Cc1ccnc(NC(=O)CN(C)S(=O)(=O)c2cccc3nsnc23)c1
    -5.8, 11.2%
> Cc1nn(-c2ccccc2)c2nc(-c3cccs3)cc(C(=O)NN)c12
    -13.8, -4.4%
> C=C1CCN([C@@H](CC(C)C)C(=O)NCCCc2ccccc2)S(=O)(=O)c2ccccc21
    ., 6.1%
> COc1ccc(-c2cnn(-c3ccccc3)c2N)cc1OC
    -7.4, 1.7%
> CCOC(=O)C1=C(C)NC(=O)NC1c1ccc(Br)o1 (stereo not given)
    -14.6, 2.4%
> CCOP(=O)(CN(CC)CCNP(=O)(OCC)OCC)OCC
    ., -4.3%
> O=C(NCCC1=CCCCC1)C1CCC(CNc2nc(=S)[nH]c3ccccc23)CC1 (stereo not given)
    -9.1, -0.5%
> COc1ccc(C(=O)CN2CC(C)SC2=Nc2ccc(Cl)cc2)cc1 (stereo not given)
    -0.2, -0.6%
> CCOC(=O)CSc1nnc(CNC(=O)c2cccs2)n1-c1cc(C)ccc1C
    10.3, 0.8%
> CC(=O)Nc1ccc(S(=O)(=O)NC2=NCN(C)CN2)cc1
    5.1, 3.9%
> COc1ccccc1N1C(=O)CCC1(C#N)c1ccc(Br)cc1 (stereo not given)
    -6.4, -4.8%
> O=S(=O)(c1cccs1)N1CN(Cc2ccc(F)cc2)c2nc3ccccc3nc21
    75.1, 3.6%
> COc1ccc(-c2nc3c([nH]2)c(=O)n(C)c(=O)n3C)c(OC)c1
    ., 4.3%
> CS(=O)(=O)c1ccccc1COC(=O)Nc1ccc(Cl)cc1
    -4.2, -0.2%
> O=C(CSc1nc2ccc([N+](=O)[O-])cc2s1)NC1CCS(=O)(=O)C1 (stereo not given)
    -9.7, -2.4%
> CCCC(=O)c1cc2c(cc1NC(=O)c1cccs1)OCCO2
    -3.1, -5.3%
> COc1cccc(OC(=O)N2CCOCC2)c1
    3.7, -2.9%
> O=C(O)C1CCC(=O)N1C(=O)OCc1ccccc1 (stereo not given)
    ., 2.1%
> O=C(CN1CCN(S(=O)(=O)c2ccc(Br)cc2)CC1)N/N=C/c1cccs1
    11.4, -2.8%
> COC(=O)C1=C(C)N(Cc2ccc(OC)cc2)C(=O)C1
    7.4, -5.8%
> Cc1ccc(NC(=O)CCOc2ccccc2C)cc1F
    ., 1.8%
> CCOC(=O)N1CCC(NC(=O)c2ccc(NC(=O)C3CCCO3)cc2)CC1 (stereo not given)
    -15.6, 3.0%
> O=C(Nc1nnc(C2CC2)s1)C1Cc2ccccc2CN1C(=O)c1ccco1 (stereo not given)
    -2.4, 1.9%
> CCc1c(C(=O)Nc2ccncc2)csc1C
    -10.8, 1.6%

Given as labelled records: entries from further up.
CCOC(=O)C1=C(C)NC(=O)NC1c1ccc(Br)o1 (stereo not given)
  Mtb RmlCD inh: -14.6	M. tuberculosis GlmU: 2.4%

CCOP(=O)(CN(CC)CCNP(=O)(OCC)OCC)OCC
  Mtb RmlCD inh: .	M. tuberculosis GlmU: -4.3%

Other records follow:
Under each structure: Mtb RmlCD inh, M. tuberculosis GlmU
> Cc1cc(C(=O)CSc2nnc(-c3ccc(F)cc3)o2)c(C)n1CC1CCCO1 (stereo not given)
    -3.6, -0.2%
> O=C(O)c1ccc(CSc2nnc(-c3ccncc3)n2-c2ccc(Br)cc2)cc1
    -11.4, 4.1%
> O=C(CCCn1c(=O)c2sccc2n(CC(=O)OCc2ccccc2)c1=O)NCc1ccco1
    24.1, 4.2%
> Clc1nc(CN2CCCCC2)nc2sc3c(c12)CCC3
    6.3, -6.3%
> CCOC(=O)CC1=C(C(=O)OCC)C(c2ccc(C)o2)C(C#N)=C(N)O1 (stereo not given)
    -0.4, 6.9%
> Cc1cccc(Oc2coc3cc(OC(=O)c4cccs4)ccc3c2=O)c1
    5.1, 4.1%
> Cc1noc(C(=O)N2CC3(C)CC2CC(C)(C)C3)c1Cl (stereo not given)
    9.2, -1.3%
> O=C(CSc1nc2cc(Cl)ccc2o1)Nc1ccc(N2CCOCC2)cc1
    36.1, -3.1%
> COC(=O)[C@@H]1[C@H](CCc2ccccc2)NC(=O)N(Cc2ccccc2)[C@@H]1C
    ., -2.1%
> O=C(CCCCCN1C(=O)c2cccc3cccc(c23)C1=O)NCCO
    -1.1, -7.8%
> COc1ccc(OC)c(C(=O)CSc2nnc(Cc3cccs3)n2C)c1
    -3.0, -3.3%
> COc1cccc(/C=N/NC(=O)C[n+]2ccccc2)c1O
    ., 7.5%
> CCCN1CCC(=O)N(CCSc2ccc(NC(C)=O)cc2)CC1
    ., -1.2%
> O=C(CCC(=O)c1ccc(Oc2ccccc2)cc1)Nc1ccc(Cl)cc1Cl
    -2.5, 2.7%
> COC(=O)C1C(=O)C2=C(CC1C)NC(=O)CC2c1ccc(F)cc1 (stereo not given)
    12.1, 1.4%
> O=C(CCN1C(=O)C2C3C=CC(C3)C2C1=O)N1CCN(c2cccc(Cl)c2)CC1 (stereo not given)
    -0.7, 8.0%
> Cc1cccc(NC(=O)Cn2cnc3c(oc4nc5c(cc43)COC(C)(C)C5)c2=O)c1
    ?, 2.9%
> CCN1CCN(CCOc2cccc(Oc3ccccc3)c2)CC1
    -5.8, -5.8%
> O=C(Nc1ccc2c(c1)OCCO2)c1cccc(S(=O)(=O)N2CCOCC2)c1
    ., 8.2%
> C=CCn1c(O)c(C=NCCN2CCNCC2)c(=O)[nH]c1=O
    -1.0, 1.0%
> COc1ccccc1NC(=O)Nc1ccccc1N1CCOCC1
    15.5, -0.5%
> CNC(=O)c1cccn(Cc2ccc(C(F)(F)F)cc2)c1=O
    10.9, -3.2%
> Cc1ccc(NC(=O)c2c(C(F)(F)F)nn(C)c2SCc2ccc(Cl)cc2)cc1C
    1.7, -1.0%
> Cc1nc(C(=O)NC2CC2)sc1C1(C)CC(c2ccccc2)=NO1 (stereo not given)
    ., -1.8%
> O=C(c1ccc(N2CCOCC2)nc1)N1CCOCC1
    ., 2.9%
> O=C1CCCC2=C1C1(CCCC1)N=C(Nc1nc3ccccc3s1)N2
    -5.4, 3.2%
> CCOC(=O)Cn1c(=O)c2c(nc3n2CCN3Cc2ccccc2)n(C)c1=O
    ., 0.4%
> COc1ccc2c(c1)C1(C)CC(C)(C)N2C(=O)N1c1ccccc1 (stereo not given)
    3.8, 7.1%
> CCOc1ccccc1OC(=O)c1ccco1
    ., 0.2%
> CC(O)(CS(=O)(=O)Cc1ccccc1)C(=O)Nc1cccc(C(F)(F)F)c1 (stereo not given)
    ., 2.8%

Six records picked at random from those above:
Under each structure: Mtb RmlCD inh, M. tuberculosis GlmU
> Cc1noc(C(=O)N2CC3(C)CC2CC(C)(C)C3)c1Cl (stereo not given)
    9.2, -1.3%
> COc1ccc(OC)c(C(=O)CSc2nnc(Cc3cccs3)n2C)c1
    -3.0, -3.3%
> CCOC(=O)Cn1c(=O)c2c(nc3n2CCN3Cc2ccccc2)n(C)c1=O
    ., 0.4%
> Cc1cccc(NC(=O)Cn2cnc3c(oc4nc5c(cc43)COC(C)(C)C5)c2=O)c1
    ?, 2.9%
> C=CCn1c(O)c(C=NCCN2CCNCC2)c(=O)[nH]c1=O
    -1.0, 1.0%
> O=C(CCCCCN1C(=O)c2cccc3cccc(c23)C1=O)NCCO
    -1.1, -7.8%

(further entries)
Structure | Mtb RmlCD inh | M. tuberculosis GlmU
Cc1ccc(NC(=O)c2ccc(CNS(=O)(=O)c3cccc(C(F)(F)F)c3)cc2)cc1 | -3.5 | -5.9%
CC(=O)N=C1SC2CS(=O)(=O)CC2N1c1c(Cl)cccc1Cl (stereo not given) | 9.7 | 0.6%
COc1cc(-c2nnc(SCC(=O)Nc3ccc4c(c3)OCCO4)o2)cc(OC)c1OC | -2.6 | -3.2%
CCC(C)NC(=O)COc1ccc(Br)c(C)c1 (stereo not given) | -4.5 | 2.1%
O=C(CSc1ncn[nH]1)Nc1ccnc2ccccc12 | . | 8.2%
COC(=O)CSc1ccc2c(N)c(C(=O)OC)sc2c1 | 14.0 | 3.7%
CC(C)CC(=O)NC(NC(=S)Nc1ccccc1)C(Cl)(Cl)Cl (stereo not given) | 17.9 | -7.5%
C=CCn1c(SCC(=O)NCc2cccs2)nnc1C1CCCCC1 | 8.1 | 2.8%
O=C(Nc1ccccc1)c1ccc(NCCc2ccccc2)c([N+](=O)[O-])c1 | -8.5 | 3.2%
CC(=O)C1=C(c2ccccc2)NC(=O)NC1c1ccccc1OCC#N (stereo not given) | 8.7 | 1.6%
COc1ccc(C(O)(c2ccccc2OC)C(CN2CCOCC2)c2ccccc2)cc1 (stereo not given) | -5.0 | 0.1%
COc1ccc(OC)c(/C=N/NC(=O)CC2C(=O)NN=C2C)c1 (stereo not given) | -9.7 | 6.9%
CC(C)c1ccc(Nc2nnc(SC3CCOC3=O)s2)cc1 (stereo not given) | 10.6 | 2.2%
Cc1nc(C(F)(F)F)c(C(=O)N/N=C(\N)c2ccccn2)s1 | 6.7 | -0.6%
C#CC(C)(C)NC(=O)CSc1nc2c(c(=O)n(C)c(=O)n2C)n1CCCC | 6.5 | -4.3%
Cc1csc(N2CCCC2c2nc3cc(Cl)c(N4CCCCC4)cc3n2CCCO)n1 (stereo not given) | . | 2.8%
COc1cccc(CN2CCNC(=O)C2CC(=O)NCCOc2cccnc2)c1OC (stereo not given) | -13.7 | -6.4%
CC(C)N(C(=O)NC(=O)NCC1CCCO1)S(C)(=O)=O (stereo not given) | . | 0.7%
COc1cccc(-n2c(CN3CCN(c4ccc(C)cc4)C(C)C3)nc3ccc([N+](=O)[O-])cc3c2=O)c1 (stereo not given) | -11.8 | 2.2%
CC1=NN(c2cccc([N+](=O)[O-])c2)C(=O)C1 | 10.4 | 0.8%
Cc1cccc(NC(=O)c2cccnc2)c1 | 0.1 | 6.0%
COc1ccc2[nH]cc(CCN=C3SCC(=O)N3C)c2c1 | -3.7 | 6.8%
CC(C)OCCCNC(=O)c1c(N)n(Cc2cccs2)c2nc3ccccc3nc12 | -1.0 | -3.7%
CC1CCc2nn(CC(=O)NCCN3CCOCC3)cc2C1 (stereo not given) | -0.5 | 0.6%
Cc1ccc(C2NC(=O)c3c(sc(C)c3C)N2)c(O)c1 (stereo not given) | . | 0.9%
CCn1c(SCC(=O)Nc2ccc3c(c2)OCO3)nc2ccccc21 | . | 1.9%
CCOc1ccc(C(=O)Nc2cccc(C(C)=O)c2)cc1[N+](=O)[O-] | 4.0 | -5.3%
CCN(CC)CCn1c2ccccc2c2nc3ccc([N+](=O)[O-])cc3cc21 | -3.9 | -5.9%
O=C(c1cc2ccccc2oc1=O)N1CCC2(CC1)OCCO2 | . | -1.5%
CCOC(=O)c1sc(NC(=S)NC(=O)c2ccccc2Cl)c(C(=O)OCC)c1C | 3.1 | -0.7%
Cc1ccccc1-c1nnc(SCC(=O)Nc2ccc3c(c2)OCCO3)n1N | -3.3 | 2.7%
COc1ccc(OC)c(N(CC(=O)O)S(=O)(=O)c2ccc(OC)c(OC)c2)c1 | -4.3 | -3.3%
Cc1ccc(N=Nc2c(O)c3ccccc3[nH]c2=O)c(S(=O)(=O)N(C)C)c1 | -3.9 | 5.9%
Cc1cc(NC(=O)CSc2nnc(CNc3ccc(F)cc3)n2C2CCCCC2)no1 | . | 1.2%
O=C(COC(=O)c1cn(-c2ccccc2)nc1-c1cccs1)NC1CC1 | 11.9 | -4.7%
O=C(OCn1ncc(Br)c(Br)c1=O)c1ccccc1Cl | -10.0 | 3.3%
COc1ccc(OC)c(N(CC(=O)Nc2cccnc2)S(=O)(=O)c2ccccc2)c1 | 1.0 | -0.5%
Cc1nnc(SCc2c(Cl)cccc2Cl)s1 | . | 1.9%
Cc1ccc2cc3c(nc2c1)OCC3 | . | -0.8%
C=CCc1cc(Cl)ccc1OCCOCCNC(C)(C)C | . | 0.1%
O=c1c2ccccc2cnn1Cc1n[nH]c(=S)n1-c1ccc(F)cc1 | 7.2 | 1.9%
CCOc1ccc(/C(O)=C2/C(=O)C(=O)N(c3ncccn3)C2c2ccc(Cl)cc2)cc1 (stereo not given) | 57.1 | -5.4%
O=S(=O)(Nc1nc2ccccc2[nH]1)c1ccccc1 | -2.4 | 0.6%
Cc1noc(C)c1CN(C(=S)NC1CC1)c1ccccc1 | 18.3 | -1.7%
COc1ccc([N+](=O)[O-])cc1NC(=O)CSCc1ccc(Br)cc1 | 2.6 | -4.2%
CCOc1ccc(NC(=O)C2CCCCN2S(=O)(=O)c2ccccc2)cc1 (stereo not given) | . | 2.7%
CCN(CC)S(=O)(=O)c1ccc(N2CCN(CCO)CC2)nc1 | -15.4 | -2.0%
O=C(NCCN1CCOCC1)c1ccc(CS(=O)(=O)c2ccc(Cl)cc2)o1 | -13.5 | -1.1%

Compound profiles (already shown):
O=S(=O)(Nc1nc2ccccc2[nH]1)c1ccccc1 is listed with Mtb RmlCD inh: -2.4; M. tuberculosis GlmU: 0.6%
COc1ccc(OC)c(N(CC(=O)Nc2cccnc2)S(=O)(=O)c2ccccc2)c1 is listed with Mtb RmlCD inh: 1.0; M. tuberculosis GlmU: -0.5%

Next section.
Structure | Mtb RmlCD inh | M. tuberculosis GlmU
COc1cccc(C(=O)Nc2nc3c(s2)CN(C)CC3)c1 | . | -2.2%
Cc1ccc(CNC(=O)CSc2nc3ccsc3c(=O)n2NC(=O)c2ccccc2)cc1 | . | 0.9%
COc1cc(NC(=O)c2cccs2)c(C(=O)OCC(=O)NCc2ccco2)cc1OC | 11.1 | -1.8%
Nc1nc(-c2cccnc2)nn1C(=O)Cc1ccccc1 | 10.2 | -4.2%
